Rev-erbA mod – modulators of Rev-erb alpha DNA binding, primary screen, biochemical, FITC-DNA, fluorescence polarization, uHTS; 370,000 compounds, 0.79% hits; activity, % at 10 µM; AID 1259318, 2017; Rev-erbα–FITC-DNA binding, 90 min;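 active means activity above about 14%, limit read from the data; passing the limit was not always enough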;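 further: 0% = DMSO wells with 35 nM protein and 100% = DMSO wells with 750 nM protein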
ssDAF-12 act – S. stercoralis DAF-12 nuclear receptor activators, primary screen, cell-based, luminescence, HEK293, GRIP1 co-expression, lit1-tk-luc. Nuclear hormone receptor DAF-12 (Strongyloides stercoralis). 370,000 compounds, 1% hits. activation, % at 6.8 µM. HEK293 ssDAF-12/GRIP1 lit1-tk-luc reporter; % of 3 µM dafachronic acid response;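 active means activation above the mean over all tested compounds plus 3 SD, cut at about 0.9% in these data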;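 further: 0% = DMSO-only wells and 100% = 3 µM delta7-dafachronic acid wells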
ADAM17 inh – ADAM17 inhibitors, primary screen, biochemical, QFRET; Disintegrin and metalloproteinase domain-containing protein 17 (Homo sapiens), P78536; recombinant ADAM17, EDANS/DABCYL FRET peptide cleavage; inhibition, % at 6.95 µM; 370,000 compounds, 0.83% hits; AID 720648, 2013;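 active means inhibition above the mean of compounds lying between control limits plus 3 SD, set per campaign, cut at about 8.5% in these data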;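 further: 0% = DMSO-only wells as the low control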
MBD2 inh – inhibitors of MBD2 binding to methylated DNA, primary screen, biochemical, TR-FRET, DNA-binding domain, human; MBD2 binding to methylated oligonucleotide; inhibition, % at 4.4 µM; 370,000 compounds, 0.31% hits; AID 686964, 2013; in the data active means inhibition above about 13%
DAX1 inh-1 – DAX1 (NR0B1) inhibitors on StAR promoter, primary screen, cell-based, luminescence, SF-1 (NR5A1), full-length DAX-1 | 370,000 compounds, 1.1% hits | inhibition, % at 6.8 µM | HEK293T StAR-luciferase reporter, SF-1/DAX-1 repression relief | AID 652010, 2013;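 active means inhibition above the mean over all tested compounds plus 3 SD, cut at about 3.6% in these data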;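 further: 0% = DAX-1 cells with DMSO and 100% = cells lacking DAX-1 with DMSO; higher inhibition means more luminescence from relief of DAX-1 repression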
hcDAF-12 act – H. contortus DAF-12 nuclear receptor activators, primary screen, cell-based, luminescence, HEK293, lit1-tk-luc reporter. HEK293 hcDAF-12 lit1-tk-luc reporter; 0% DMSO, 100% Δ7-dafachronic acid. activation, % at 6.8 µM. 370,000 compounds, 1.4% hits. AID 652067, 2013;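 active means activation above the mean of all tested compounds plus 3 SD, cut at about 5.5% in these data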;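 further: 100% = response to 3 µM Δ7-dafachronic acid high control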
PLC-gamma1 inh – PLC-gamma1 enzyme inhibitors, primary screen, biochemical, fluorescence, purified enzyme | fluorogenic substrate | 1-phosphatidylinositol 4,5-bisphosphate phosphodiesterase gamma-1 (Homo sapiens), P19174 | inhibition, % at 12.2 µM | AID 720700, 2013 | 370,000 compounds, 0.84% hits; in the data active means inhibition above about 9.5%
DAX1 inh-2 – DAX1 (NR0B1) inhibitors, primary screen, cell-based, HEK293, Gal4-DAX1, luciferase luminescence; AID 504766, 2011; 340,000 compounds, 0.99% hits; HEK293 Gal4-DAX1 luciferase reporter; inhibition, % at 6.75 µM;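 active means inhibition above the mean over all tested compounds plus 3 SD, cut at about 4.2% in these data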;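 further: 0% = DAX1-transfected cells with DMSO and 100% = empty-vector control cells with DMSO; inhibition shows as a rise in luminescence from relieved DAX1 repression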
SMARCA2 activ – SMARCA2 (BRM) function activators, primary screen, cell-based, luminescence, high throughput; 370,000 compounds, 1% hits; activation, % at 9.1 µM; MG213 cells, MMTV-luciferase reporter, dexamethasone, overnight; in the data active means activation above about 7.8%;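 further: 0% = vehicle wells and 100% = reference activator wells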
hgDAF-12 ag – H. glycines DAF-12 receptor agonists, primary screen, cell-based, luminescence, HEK293, GAL4 fusion, UAS-luciferase; HEK293 GAL4-hgDAF12 UAS-luciferase reporter, agonist luminescence; normalized to butyrate control; activation, % at 6.8 µM; 370,000 compounds, 1.8% hits; AID 687014, 2013;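 active means activation above a cutoff set at the mean of all screened compounds plus 3 SD, cut at about 10% in these data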;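 further: 0% = DMSO wells and 100% = sodium butyrate wells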
PLCb3 inh – human PLC-beta3 inhibitors, primary screen, biochemical, fluorescence | 1-phosphatidylinositol 4,5-bisphosphate phosphodiesterase beta-3 (Homo sapiens), Q01970 | Purified PLC-beta3, fluorogenic substrate | inhibition, % at 12.2 µM | 370,000 compounds, 0.18% hits; in the data active means inhibition above about 11%;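 further: 0% = median of compound wells on plate and 100% = full blocker control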
Target sequence (Q01970 whole entry, looked up): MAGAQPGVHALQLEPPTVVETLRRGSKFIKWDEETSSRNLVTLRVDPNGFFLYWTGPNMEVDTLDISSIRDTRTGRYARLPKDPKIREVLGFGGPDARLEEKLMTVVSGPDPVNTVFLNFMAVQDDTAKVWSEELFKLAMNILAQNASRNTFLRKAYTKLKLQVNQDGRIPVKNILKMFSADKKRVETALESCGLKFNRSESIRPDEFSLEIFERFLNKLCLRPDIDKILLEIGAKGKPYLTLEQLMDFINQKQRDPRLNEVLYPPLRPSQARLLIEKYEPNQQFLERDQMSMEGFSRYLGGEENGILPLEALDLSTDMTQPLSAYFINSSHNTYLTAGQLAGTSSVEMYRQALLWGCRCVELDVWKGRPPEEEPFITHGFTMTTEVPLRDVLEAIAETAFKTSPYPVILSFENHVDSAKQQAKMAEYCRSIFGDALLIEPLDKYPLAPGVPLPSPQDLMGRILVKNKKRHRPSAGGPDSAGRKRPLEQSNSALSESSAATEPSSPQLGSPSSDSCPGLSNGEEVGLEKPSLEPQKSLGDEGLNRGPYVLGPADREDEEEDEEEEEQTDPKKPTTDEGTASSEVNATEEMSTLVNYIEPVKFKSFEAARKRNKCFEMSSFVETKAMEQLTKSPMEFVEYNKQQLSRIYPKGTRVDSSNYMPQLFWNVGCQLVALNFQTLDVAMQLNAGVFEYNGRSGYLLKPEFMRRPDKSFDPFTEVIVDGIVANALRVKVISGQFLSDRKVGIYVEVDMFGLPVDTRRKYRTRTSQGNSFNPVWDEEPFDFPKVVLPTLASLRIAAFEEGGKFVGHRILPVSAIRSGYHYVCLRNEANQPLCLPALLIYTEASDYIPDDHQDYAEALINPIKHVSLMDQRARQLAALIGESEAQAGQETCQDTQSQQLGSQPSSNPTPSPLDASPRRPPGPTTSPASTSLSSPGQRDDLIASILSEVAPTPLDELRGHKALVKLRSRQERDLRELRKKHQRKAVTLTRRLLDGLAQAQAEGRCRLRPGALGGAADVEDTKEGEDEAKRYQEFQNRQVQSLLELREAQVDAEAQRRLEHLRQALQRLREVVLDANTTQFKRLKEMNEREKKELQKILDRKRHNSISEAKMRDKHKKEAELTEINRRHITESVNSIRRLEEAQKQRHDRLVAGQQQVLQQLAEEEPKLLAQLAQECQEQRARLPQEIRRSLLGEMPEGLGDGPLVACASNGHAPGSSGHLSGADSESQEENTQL
The depositor's hits bear a star; i = inactive; . = no result given.

SMILES	Rev-erbA mod	ssDAF-12 act	ADAM17 inh	MBD2 inh	DAX1 inh-1	hcDAF-12 act	PLC-gamma1 inh	DAX1 inh-2	SMARCA2 activ	hgDAF-12 ag	PLCb3 inh
COc1ccc(NC(=S)N2CCc3ccccc32)cc1OC	1	-0.8	-5	0	2.2	3.1	-5	0.0	7	0.8	-13
COc1cccc(CC2(CO)CCCN(Cc3cc4ccccc4[nH]3)C2)c1 (stereo not drawn)	-5	-0.2	1	-6	-0.7	3.0	-2	0.1	4	2.8	-2
O=C(OCC#CCSc1nc2ccccc2s1)c1ccco1	-5	-0.4	-1	0	0.1	-0.2	-2	1.1	0	9.7	-2
COc1ccc(CCNC(=O)c2cnc(Cl)c(Cl)c2)cc1	9	-1.1	3	5	-0.1	-1.3	2	0.0	-2	1.9	-1
CCn1cc(CN2CCC(n3nccc3NC(=O)c3cccc(F)c3)CC2)c(C)n1	-7	-0.7	-3	4	1.0	0.8	1	-0.1	0	-2.5	-6
Cc1ccc(C(=O)NNC(=O)CNc2cccc(Cl)c2)cc1	5	-0.9	-5	7	0.1	1.4	1	-0.3	-2	-2.9	0
Cc1ccc(S(=O)(=O)c2cc3c(=O)n4ccccc4nc3n(C)c2=N)cc1	-2	-0.6	-60	0	-0.5	-1.7	-23	1.3	2	2.1	-32
CCOC(=O)N1CCN(S(=O)(=O)c2ccc(C)cc2)C1	1	-0.9	-1	0	-0.6	-1.0	4	4.1	5	3.1	0
Cc1ccc(S(=O)(=O)Oc2ccc3ccc(O)cc3c2)cc1	-3	-0.8	-2	3	0.2	-1.2	-1	1.8	3	1.4	-7
CC(=O)NC(CCCN1C(=O)c2ccccc2C1=O)c1nnn(C)n1 (stereo not drawn)	0	-1.2	0	9	-0.1	-2.1	0	0.7	0	3.0	1
CC(C)CCNC(=O)C1CCN(S(=O)(=O)c2ccc3nc4c(c(C(=O)O)c3c2)CCCCC4)CC1	-3	-0.8	-1	-5	0.2	3.3	0	-0.2	0	2.7	-11
COc1cccc(OC)c1OCCOCCn1cnc2ccccc2c1=O	-6	-1.6	1	1	-0.8	-1.3	1	-0.1	-2	-0.9	4
CCc1ccccc1-n1ncc(C(=O)Nc2ccccc2OC)c1C	3	-2.0	1	1	-0.6	-1.5	1	-0.2	-1	-0.5	-7
COc1ccc(NC(=O)C(c2ccc(C)cc2)N(C)C(=O)c2cnccn2)cc1 (stereo not drawn)	-4	-1.5	-1	-2	-0.8	-1.6	3	-0.3	2	1.0	3
Cc1ccc(NC(=O)N2CCCn3c(SCC(=O)c4ccccc4)nnc32)cc1	5	-1.2	-4	-1	0.1	-1.8	4	.	0	-2.2	-2
CCCCn1nc2cc(C(=O)NCC3CC3)ccc2c1OCC	6	-1.1	-242	1	0.6	-1.6	-325	-0.5	2	-0.5	i
COc1ccc(-c2csc3ncn(-c4cccc(C)c4)c(=O)c23)cc1OC	-2	-1.5	1	-6	-0.2	-0.3	-8	3.2	-1	0.1	-4
CC1CCCCN1C(=O)Nc1ccccc1Cl (stereo not drawn)	3	-0.8	-4	-2	-0.1	-1.6	-2	5.1*	0	-2.4	-1
COc1ccc2nc(SCC(=O)Nc3ccccc3C)[nH]c2c1	3	-1.5	-3	10	-1.3	-1.6	4	-0.1	-1	0.4	1
COc1ccc(CSc2nnc(NC(C)=O)s2)cc1[N+](=O)[O-]	2	-0.3	0	4	0.0	0.0	-2	0.0	2	-1.4	0
O=C(CCC1CCCCC1)NCCS(=O)(=O)N1CCN(c2ccc(F)cc2)CC1	0	-0.9	-2	4	-1.6	-0.9	-6	-0.7	-3	-4.8	-2
CCOC(=O)c1c(C)[nH]sc1=S	5	-1.0	-2	2	-0.2	1.1	1	0.5	-2	-0.6	-2
Cc1ccc(-n2cnn(-c3ccc([N+](=O)[O-])cc3[N+](=O)[O-])c2=O)cc1	-1	-1.2	-3	-1	-0.6	-1.8	0	0.6	0	-0.1	-2
O=C(NCC1CCCO1)C1CCN(S(=O)(=O)c2cccc3nonc23)CC1 (stereo not drawn)	-2	-1.1	-2	-4	-0.1	0.1	5	-0.7	2	0.1	0
CC(C)CC(CO)N1CCN(C(=O)c2ccc(Cl)c(Cl)c2)CCC1=O (stereo not drawn)	3	-1.1	0	2	-0.4	0.8	2	-0.2	0	-0.9	2
COc1ccccc1CNC(=O)C1CCN(S(=O)(=O)c2ccc3c(c2)NC(=O)CO3)CC1	1	-1.5	1	-3	-0.4	0.3	0	-0.1	-3	0.2	-10
COCCNC(=S)N(CCc1c(C)[nH]c2ccc(F)cc12)Cc1cccs1	17	-2.5	6	2	-1.6	-1.7	1	-0.5	-1	-2.1	-3
Cc1ccc(CC2S/C(=C(/C#N)C(=O)NCc3ccco3)N(c3ccccc3)C2=O)cc1 (stereo not drawn)	4	-0.8	0	-1	-0.3	-0.8	-12	2.4	-2	-2.1	-13
Cc1ccc(NS(=O)(=O)c2ccccc2)c2c1CC(C)(C)O2	9	-1.6	2	-5	-1.3	-3.5	4	1.1	4	-2.5	1
CN(C)CCCn1c(NC(=O)C2CCCCC2)nc2ccccc21	-1	-1.7	-2	0	1.1	-1.0	-2	0.2	-2	1.4	2
COc1ccc(C2=NOC(C(=O)Nc3ccc(C)cc3)C2)cc1OC (stereo not drawn)	6	-2.1	-2	-3	-0.8	-0.3	-2	1.4	-1	-1.7	0
C=CCNC(C(=O)Nc1cccc(OC)c1)c1ccccc1 (stereo not drawn)	-1	-1.8	0	-1	0.5	1.8	-2	0.9	-2	4.1	2
CCN(CC)c1ccc(/C=N/N2CCOCC2)c(O)c1	5	-1.1	-5	-1	0.6	0.9	-22	-0.6	0	-1.2	-17
CC(=O)OC1C([N+]2(C)CCCCC2)C[C@H]2C3CC[C@H]4C[C@H](OC(C)=O)C([N+]5(C)CCCCC5)CC4(C)[C@H]3CCC12C (stereo partly drawn)	0	-1.1	-3	3	0.1	0.7	1	-0.4	-3	0.0	0
O=C(O)c1ccccc1C(=O)NCc1ccc2c(c1)OCO2	-6	-0.8	4	3	0.3	-0.4	5	-0.1	-6	0.3	-3
COc1cccc(C(=O)NC23CC4CC(CC(C4)C2)C3)c1	3	-1.3	-1	-5	0.3	-0.3	0	1.6	7	2.4	-7
COc1ccc(-n2c(COc3ccc(C)cc3)nnc2SCC(=O)Nc2ccc(S(=O)(=O)Nc3cc(C)nc(C)n3)cc2)cc1	0	-1.8	0	1	0.5	1.6	0	.	-3	0.4	0
O=C(Nc1nccs1)[C@@H]1CCCN1S(=O)(=O)c1ccc(Cl)cc1	-2	-1.1	-2	2	-1.3	-2.3	3	0.5	-1	-2.7	1

Pulled one by one from the entries so far (5):
SMILES	Rev-erbA mod	ssDAF-12 act	ADAM17 inh	MBD2 inh	DAX1 inh-1	hcDAF-12 act	PLC-gamma1 inh	DAX1 inh-2	SMARCA2 activ	hgDAF-12 ag	PLCb3 inh
COc1ccc(-n2c(COc3ccc(C)cc3)nnc2SCC(=O)Nc2ccc(S(=O)(=O)Nc3cc(C)nc(C)n3)cc2)cc1	0	-1.8	0	1	0.5	1.6	0	.	-3	0.4	0
O=C(O)c1ccccc1C(=O)NCc1ccc2c(c1)OCO2	-6	-0.8	4	3	0.3	-0.4	5	-0.1	-6	0.3	-3
COc1ccc(C2=NOC(C(=O)Nc3ccc(C)cc3)C2)cc1OC (stereo not drawn)	6	-2.1	-2	-3	-0.8	-0.3	-2	1.4	-1	-1.7	0
COc1cccc(C(=O)NC23CC4CC(CC(C4)C2)C3)c1	3	-1.3	-1	-5	0.3	-0.3	0	1.6	7	2.4	-7
O=C(Nc1nccs1)[C@@H]1CCCN1S(=O)(=O)c1ccc(Cl)cc1	-2	-1.1	-2	2	-1.3	-2.3	3	0.5	-1	-2.7	1

Hits appear at their usual frequency; any-hit rate near 7.4%.
